# Compound activity: PubChem, several laboratories
# BoNT A protease: BoNT A light chain protease inhibition; multiplex microsphere protease substrate cleavage, flow cytometry; inhibition, % at 10 µM; 360,000 compounds, 0.17% hits; in the data active means inhibition above about 30%; inconclusive means no clear call, values can overlap the other calls; further: plate controls were buffer without enzyme for full effect and enzyme alone for no effect
# FadD28 binding: M. tuberculosis FadD28 bisubstrate binding inhibition | FadD28 bisubstrate probe binding, fluorescence polarization | inhibition, % at 12.5 µM | 360,000 compounds, 0.22% hits; in the data active means inhibition above about 8.5%, passing the limit was not always enough; inconclusive means no clear call, values can overlap the other calls
# CCHF vOTU inh: CCHFV vOTU protease inhibition | 370,000 compounds, 0.55% hits | Pep-AMC fluorescence | inhibition, % at 11.5 µM; further: 0% = vehicle wells with enzyme and 100% = no enzyme wells
# Mtb BioA inh: blocks M. tuberculosis BioA enzyme activity; 360,000 compounds, 0.096% hits; purified M. tuberculosis BioA enzyme, plate reader; inhibition, % at 9.99 µM; AID 602481; in the data active means inhibition above about 40%; inconclusive means no clear call, values can overlap the other calls
# UGM FP inh: Mtb UDP-galactopyranose mutase inhibition. purified UGM, fluorescence polarization probe displacement. 320,000 compounds, 0.06% hits. inhibition, % at 10 µM; in the data active means inhibition above about 10%, passing the limit was not always enough; inconclusive means no clear call, values can overlap the other calls
# Target sequence (P9WIQ1 whole entry, looked up): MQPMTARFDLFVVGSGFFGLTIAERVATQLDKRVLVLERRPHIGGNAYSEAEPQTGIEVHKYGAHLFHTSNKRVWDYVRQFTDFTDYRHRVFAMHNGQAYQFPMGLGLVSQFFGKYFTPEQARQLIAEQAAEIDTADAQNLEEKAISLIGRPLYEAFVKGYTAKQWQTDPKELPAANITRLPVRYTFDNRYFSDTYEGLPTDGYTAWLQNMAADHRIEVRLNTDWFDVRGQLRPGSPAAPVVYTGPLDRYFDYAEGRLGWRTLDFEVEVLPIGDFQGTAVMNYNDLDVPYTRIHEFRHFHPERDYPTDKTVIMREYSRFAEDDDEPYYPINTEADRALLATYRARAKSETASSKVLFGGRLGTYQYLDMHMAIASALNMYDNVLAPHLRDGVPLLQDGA
# BoNT F protease: BoNT F light chain protease inhibition; Multiplex microsphere protease cleavage assay, flow cytometry; AID 588497; 360,000 compounds, 0.22% hits; inhibition, % at 10 µM; in the data active means inhibition above about 35%, passing the limit was not always enough; inconclusive means no clear call, values can overlap the other calls; further: plate controls were buffer without enzyme for full effect and enzyme alone for no effect
# FBA Mtb inh: Mtb fructose-bisphosphate aldolase inhibition; P9WQA3; purified M. tuberculosis FBA, fluorescence read-out; inhibition, % at 1 µM; 360,000 compounds, 2.3% hits; AID 588726; in the data active means inhibition above about 27%;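 further: 0% = vehicle and 100% = reference inhibitor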
# Target sequence (P9WQA3 whole entry, looked up): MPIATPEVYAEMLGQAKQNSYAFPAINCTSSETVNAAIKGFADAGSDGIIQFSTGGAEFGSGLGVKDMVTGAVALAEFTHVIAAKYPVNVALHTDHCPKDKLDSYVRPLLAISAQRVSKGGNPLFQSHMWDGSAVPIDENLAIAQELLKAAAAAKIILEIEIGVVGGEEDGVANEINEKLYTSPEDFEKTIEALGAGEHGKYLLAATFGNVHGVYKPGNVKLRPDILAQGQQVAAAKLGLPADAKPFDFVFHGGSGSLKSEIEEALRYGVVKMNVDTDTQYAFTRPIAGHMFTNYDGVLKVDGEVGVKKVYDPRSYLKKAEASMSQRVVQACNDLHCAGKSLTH
# PrPC surface inh: cell surface PrPC inhibition, primary TR-FRET screen; P04156; TR-FRET read-out; inhibition, % at 13.8 µM; 370,000 compounds, 0.43% hits; in the data active means inhibition above about 24%; further: 0% = median of the test wells and 100% = reference compound wells
# GDH-TPI inh: counter-screen for M. tuberculosis FBA inhibitors: GDH-TPI coupled enzymes; inhibition, % at 4.8 µM; AID 588335; GDH-TPI coupled enzyme counterscreen, NADH absorbance; 360,000 compounds, 1.2% hits;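 further: 0% = DMSO wells and 100% = wells lacking the enzyme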
# The depositor's hits bear a star; u = inconclusive; x = no result given. Unless noted, no stated cut-off is given here; in the data, active means inhibition above about 30%; inactive means the rest. The order is random. Share with any hit: about 4.8%.
SMILES,BoNT A protease,FadD28 binding,CCHF vOTU inh,Mtb BioA inh,UGM FP inh,BoNT F protease,FBA Mtb inh,PrPC surface inh,GDH-TPI inh
CN1CCN(c2ccc(S(=O)(=O)N3CCCCC3)cn2)CC1,-0.4,-0.3,9,x,2.0,13,0,-2,8
COc1c2c(c(OC)c3ccccc13)[C@]1(OC2)O[C@H](CCO)C[C@H](O)[C@H]1O,-0.5,-0.2,-2,9.0,x,1,7,-1,x
O=C(Nc1cccc(F)c1)NC1CCCc2ccccc21 (configuration not stated),0.7,-0.6,5,-3.9,1.0,-12,4,0,4
Cc1ccccc1N(CC(=O)NC1CCCC1)C(=O)CS(=O)CC(=O)Nc1ccc2c(c1)OCO2 (configuration not stated),1.9,-2.3,-4,4.8,-0.9,2,1,0,-9
CCOC(=O)c1cc(C#N)c(Nc2ccccc2OC)nc1C(F)(F)F,u,-1.2,-4,x,1.4,u,-3,2,2
O[C@@H]1CN(Cc2cccs2)[C@@H](c2ccccc2)C[C@H]1n1cc(C2CC2)nn1,0.2,-2.6,7,-0.5,x,8,2,-2,11
Cc1cccc(C)c1NC(=O)CN(C)CC(=O)Nc1ccccc1Br,0.2,-2.6,8,-0.2,-1.7,16,6,7,4
Cc1ccccc1C(=O)NC(=S)Nc1ncccn1,2.1,0.6,-10,0.7,0.2,11,1,-5,13
Cn1c(SCC(=O)NCc2ccc3c(c2)OCO3)nnc1-c1cccs1,1.2,-1.7,0,x,0.5,12,1,2,-3
CCOCCCNC(=O)CSc1ccccc1,0.0,0.7,3,-0.8,-0.1,14,-3,1,8
Cc1ccc(C(=O)NCC(=O)OCCOc2ccccc2Cl)cc1,6.0,0.1,7,x,0.4,7,3,6,4
COc1ccc(CCNC(=O)CSc2nnc(-c3cccc(F)c3)o2)cc1OC,-1.3,-0.7,1,2.7,-0.7,-16,-1,7,13
CCC(=O)OCCn1c(=O)c2ccccc2c2ccccc2c1=O,-0.6,-1.4,-11,x,-3.3,-2,1,4,6
COc1ccc(-c2cc([C@H]3[C@@H]4C=CCC[C@@]4(C)C(=O)N3Cc3ccccc3)ccc2F)cc1OC,-0.6,-4.8,4,-0.9,2.1,-8,-3,-2,0
CCOC(=O)C1CCCN(CC(=O)Nc2c(F)c(F)c(F)c(F)c2F)C1 (configuration not stated),0.9,-1.5,18,-0.1,1.0,-12,-1,2,4
CCC(=O)Nc1ccc(S(=O)(=O)NCC2CCCO2)cc1 (configuration not stated),0.6,-2.1,-8,-1.0,0.1,2,-3,6,8
COc1ccc(OCC(=O)OCC(=O)NC2CCCC2)cc1,0.3,-3.2,-2,-2.2,-2.6,-4,2,5,6
O=C(NCc1ccc2c(c1)OCO2)C1COc2ccccc2O1 (configuration not stated),0.0,-1.0,15,0.3,2.1,u,4,5,1
CC(=O)c1cnc2c(-c3ccccc3)c(C)nn2c1C,-0.2,-5.1,12,-0.3,0.5,-24,-2,-3,7
CCOc1ccc2nc(SCC(=O)NC3CC3)sc2c1,-0.8,0.8,6,0.9,2.0,1,-2,8,-7
O=C(COC(=O)CNC(=O)c1ccc(Cl)c([N+](=O)[O-])c1)NNC(=O)c1cccs1,2.0,3.4,-3,-3.1,-0.1,1,5,-2,-2
CC(=O)c1cc(CN2CCN(CCc3ccccc3)C(CCO)C2)cs1 (configuration not stated),-0.5,-3.3,-8,x,-0.2,-5,-1,-11,-7
O=C(O)CC(c1ccc(Cl)cc1)N1Cc2ccccc2C1=O (configuration not stated),2.4,2.5,-6,-2.3,-2.0,17,4,4,2
O=C(CCc1ccccc1)NNC(=O)c1ccccc1F,-1.3,-2.3,-7,x,-0.6,-3,-2,9,-2
O=C1/C(=C/c2cccs2)SC(=S)N1c1cccc(O)c1,-0.5,-1.5,24,x,-1.5,2,0,-1,14
O=C(CSc1nnc2ccccn12)NNC(=O)c1cccc(Cl)c1,-0.4,-4.7,5,0.2,-0.2,7,-2,0,0
COc1ccc(C(C)=O)cc1CC(=O)Nc1ccccc1-c1ccccc1,-0.6,-3.6,26,21,-0.7,7,-9,2,-8
CCc1ccc(OC2(C)CCN(CCOc3ccc(C)cc3)C2)cc1 (configuration not stated),-0.6,-1.2,11,2.1,x,-10,-1,5,4
O=C(CN1CCc2ccccc2C1)Nc1ccc(F)cc1,-1.5,-0.3,-3,-2.3,-1.9,-1,1,2,8
O=C(O)C1CCCN(CCC=C(c2ccccc2)c2ccccc2)C1 (configuration not stated),-0.4,-4.2,2,1.4,-1.6,1,-2,-7,-8
Cc1ccc(/C(N)=N/OC(=O)C23CC4CC(CC(C4)C2)C3)cc1,-0.2,-1.1,-11,1.1,-0.9,-11,3,1,3
O=C(O)c1ccc(COCC(F)(F)F)cc1,0.7,-2.3,15,-0.9,-0.5,-1,-1,-3,6
Cc1cn(S(=O)(=O)c2ccccc2[N+](=O)[O-])cn1,-1.2,-0.6,-7,x,0.9,-1,-1,-1,0
O=C1N[C@@H](Cc2cnc[nH]2)C(=O)N2CCC[C@@H]12,-0.8,0.2,-3,-0.3,1.0,-2,4,1,10
Cc1ccc(C)c(C(=O)N(C)CC(=O)Nc2ccccc2C(F)(F)F)c1,-0.2,-2.2,6,x,-0.5,-3,0,3,0
COCCNC(=O)C(c1ccc(C)o1)N(CCOC)C(=O)Cn1nnc2ccccc21 (configuration not stated),-0.1,-1.2,-11,x,-2.0,4,-2,-3,-8
CCOC(=O)N(CC)c1ccc(C(O)(C(=O)OCC)C(F)(F)F)cc1 (configuration not stated),-0.6,-1.5,31*,1.3,-1.5,-24,-4,3,0
COc1ccc(CC(=O)N/N=C/c2cccs2)cc1OC,2.2,-0.1,6,0.8,-1.8,49*,-1,0,16
COc1ccc([N+](=O)[O-])cc1-c1nc2ccccc2nc1-c1ccccc1,-4.8,-1.4,-4,-0.7,0.0,-5,0,-7,24
O=C(CSc1nc2ncccc2[nH]1)NCCc1ccccc1,-0.8,-2.6,13,2.1,1.9,-7,0,-10,-13
CCOc1cc(C(=O)N[C@@H](C)C(=O)N2CCC3(CC2)NCCc2[nH]cnc23)cc(OCC)c1OCC,-1.4,-1.1,-4,0.5,0.8,3,-1,-3,3
CC1(CC(=O)O)SC(=O)NC1=O (configuration not stated),u,0.5,4,-2.4,-0.9,u,1,-2,0
Cc1ccc(NC(=O)CN2C(=O)CSC2=O)cc1,1.1,-4.6,2,-2.7,1.5,-6,-2,3,-13
C#Cc1ccc([C@@H]2C=C(C(=O)N3CCN(Cc4ccc5c(c4)OCO5)CC3)O[C@H](OCCCCO)C2)cc1,0.8,-4.3,0,4.0,2.1,-1,1,-13,4
Cc1nc2ccccc2nc(=O)c1NNc1ccc([N+](=O)[O-])cc1,-0.4,0.4,3,x,1.1,-5,-19,-19,7
O=C(CN(Cc1ccc(Br)cc1)S(=O)(=O)c1ccccc1)NCc1cccnc1,-1.8,-5.9,-1,-0.4,0.2,-5,1,1,-5
CC(C)CNc1ncnc2c1ncn2[C@H]1CN(Cc2ccc(-c3ccccc3)cc2)C[C@@H](CO)O1,-0.1,-5.9,5,-0.1,x,0,-4,0,5
C=C(C)c1cccc(C(C)(C)NC(=O)N2CCCC(C)C2)c1 (configuration not stated),0.2,-0.2,0,-0.7,3.0,-5,1,6,-1
Clc1ccc(OCCOCCN2CCCCC2)c(Br)c1,u,-2.3,22,x,-1.0,u,-2,-5,13
Cc1ccc(Nc2cc(=O)oc3ccccc23)c(C)c1,2.0,-0.5,6,x,-5.2,13,-1,12,-1
C=CCC[C@H](Cc1ccc(F)cc1)C(=O)OC[C@H](C)NC(=O)[C@@H](CC=C)CC(=O)N[C@H](CO)Cc1ccccc1,0.0,-4.2,2,-0.4,1.7,-5,0,5,-11
O=C(COc1ccc(S(=O)(=O)NCc2ccccc2)cc1)N1CCOCC1,-0.1,-1.7,12,-1.9,1.9,6,-1,-1,14
CCCN1C(=O)/C(=C/c2ccc(C)s2)SC1=Nc1ccc(OC)cc1,-1.1,-0.5,1,-1.6,0.2,4,3,-5,5
CC(=O)Oc1ccc(N2C(=O)C3C(C2=O)C2C=CC3C23CC3)cc1[N+](=O)[O-] (configuration not stated),-0.5,-0.7,7,-1.7,-1.8,-3,-2,-10,9
Cc1ccc(S(=O)(=O)Cc2ccc(C(=O)N3CCC4(CC3)OCCO4)o2)cc1,1.3,-1.6,7,1.9,-0.5,2,2,11,-11
CSc1nsc(SC)c1C(=O)OCC(F)(F)F,-2.0,-1.5,1,-0.2,0.5,-18,4,4,5
CC(=O)N1CCCN(Cc2cn(-c3cccc(C)c3)nc2-c2cccc(F)c2)CC1,-1.3,0.9,2,3.6,-3.1,-4,4,-10,13
O=C1CC2(CCN(C(=O)COc3ccccc3)CC2)Oc2ccccc21,-1.1,-4.2,-9,7.9,-1.7,-8,7,-7,8
Cc1ccccc1N(C=O)c1ccccc1C,-0.1,-0.2,-19,-0.2,x,1,-3,3,1
O=C(O)C1OC(C(=O)O)C(C(=O)O)C1C(=O)O (configuration not stated),0.7,0.6,0,x,x,5,4,5,1

# Overlap with the part before: three entries, followed by the next part.
SMILES,BoNT A protease,FadD28 binding,CCHF vOTU inh,Mtb BioA inh,UGM FP inh,BoNT F protease,FBA Mtb inh,PrPC surface inh,GDH-TPI inh
O=C1CC2(CCN(C(=O)COc3ccccc3)CC2)Oc2ccccc21,-1.1,-4.2,-9,7.9,-1.7,-8,7,-7,8
Cc1ccccc1N(C=O)c1ccccc1C,-0.1,-0.2,-19,-0.2,x,1,-3,3,1
O=C(O)C1OC(C(=O)O)C(C(=O)O)C1C(=O)O (configuration not stated),0.7,0.6,0,x,x,5,4,5,1
CC(=O)N1CCC(N(CCN2CCOCC2)C(=S)Nc2c(C)cccc2C)CC1,-1.5,-2.8,9,x,-1.3,-2,-6,-7,-1
Cc1ccc(C(=O)NCC(=O)Nc2ccc(Cl)cc2)s1,-0.1,-0.8,6,-0.4,-1.6,4,-1,-3,6
Cc1cc(C)cc(NC(=O)C2CCCN(S(=O)(=O)c3ccc4[nH]c(=O)ccc4c3)C2)c1 (configuration not stated),-0.5,-0.5,1,0.0,-5.4,-6,5,-6,2
O=C1CCN(CC2CCCCC2)C=C1C(=O)c1ccccc1,-0.1,-4.0,32*,-0.2,x,-3,-2,5,3
O=C(O)c1ccc(NC(=S)NC(=O)c2ccc(-c3ccccc3)cc2)cc1,-0.4,0.0,8,x,0.2,3,2,3,9
COc1ccc(OC)c(S(=O)(=O)N2Cc3ccccc3CC2C(=O)O)c1 (configuration not stated),-16,1.5,-6,0.5,-1.1,-46,-1,-6,4
OCCNCCOc1ccccc1F,0.0,-1.7,-10,-0.5,-1.1,2,5,2,-7
COc1ccc(S(=O)(=O)n2nc(-n3c(C)ccc3C)c3c(F)cccc32)cc1OC,u,-1.5,-6,-0.6,0.7,u,2,9,-3
Cc1ccc2c(c1)[C@H]1[C@H](CO2)[C@H](c2ccccc2)[C@]2(C)C(=O)N(C)CC(=O)N12,0.2,-3.5,5,0.5,x,-1,3,8,8
CCOC(=O)CS(=O)(=O)CC(=O)Nc1ccc([N+](=O)[O-])cc1OC,0.8,0.6,-2,-2.5,2.1,1,2,-20,9
O=C(c1ccccc1)N1CCOC12CCN(c1ncc(C(F)(F)F)cc1Cl)CC2,-0.6,-2.4,8,0.2,1.4,-4,-3,2,1
COC(=O)c1ccc(NS(=O)(=O)c2cc3c4c(c2)CCC(=O)N4CCC3)cc1,-2.6,-1.8,11,1.9,0.6,-10,3,11,8
Cc1cc(Nc2nc3ccccc3nc2Cl)n(-c2ccccc2)n1,1.7,-3.7,-6,0.4,-0.1,9,0,10,9
O=C1N(Cc2cccc(Cl)c2)C[C@@H]2C[C@@H](c3cccc4cccnc34)N3CCC[C@@]123,2.1,0.7,10,x,1.9,1,4,2,2
CCc1ccccc1N(CC(=O)NCc1ccc(OC)cc1)C(=O)CCC(=O)Nc1ccccn1,-2.1,-5.6,4,-0.3,0.1,-3,-1,-2,-3

# One compound at a time, from the list above. Screens in order: BoNT A protease, FadD28 binding, CCHF vOTU inh, Mtb BioA inh, UGM FP inh, BoNT F protease, FBA Mtb inh, PrPC surface inh, GDH-TPI inh
# COc1ccc(OCC(=O)OCC(=O)NC2CCCC2)cc1 in the list: 0.3, -3.2, -2, -2.2, -2.6, -4, 2, 5, 6
# Cc1ccc2c(c1)[C@H]1[C@H](CO2)[C@H](c2ccccc2)[C@]2(C)C(=O)N(C)CC(=O)N12 in the list: 0.2, -3.5, 5, 0.5, x, -1, 3, 8, 8
